Screening data (PubChem)
NLRP3 yeast inh – blocks the NALP3 inflammasome reconstituted in yeast. Yeast reconstituted NLRP3/ASC/caspase-1, beta-gal luminescence, 24 h. inhibition, % at 10 µM. 330,000 tested, 0.39% active. AID 2825;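 active = inhibition of 50% or more; inactive = inhibition below 50%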;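 also: plate controls were induced DMSO wells for no effect and uninduced yeast grown without galactose for full effect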
SENP8 block-1 – inhibitors of human SENP8 protease; purified SENP8, Z-RLRGG-aminoluciferin cleavage, luminescence; 330,000 tested, 1.2% active; inhibition, % at 10 µM; AID 2540; Q96LD8; in the data active = inhibition above about 50%
SENP8 block-2 – blocks human SENP8 cleavage of Nedd8 substrate. Q96LD8. 360,000 tested, 0.64% active. inhibition, % at 20 µM. recombinant SENP8, Nedd8 substrate fluorescence. AID 602440; in the data active = inhibition mostly above about 40%, no sharp cut-off; inactive = mostly below about 27%
SENP1 FRET inh – inhibitors of human SENP1 SUMO protease catalytic domain; Q9P0U3; recombinant SENP1 catalytic domain, CyPet-SUMO1-YPet FRET cleavage; inhibition, % at 10 µM; 360,000 tested, 0.21% active;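 active = inhibition at least 30% at 10 µM, raw YFP signal under a set limit, fluorescence ratio 0.5 to 1.5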;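 also: 0% = enzyme with DMSO and 100% = no enzyme wells; some results filed as inactive read as strong as hits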
Target sequence (Q9P0U3 419-644 limits assumed): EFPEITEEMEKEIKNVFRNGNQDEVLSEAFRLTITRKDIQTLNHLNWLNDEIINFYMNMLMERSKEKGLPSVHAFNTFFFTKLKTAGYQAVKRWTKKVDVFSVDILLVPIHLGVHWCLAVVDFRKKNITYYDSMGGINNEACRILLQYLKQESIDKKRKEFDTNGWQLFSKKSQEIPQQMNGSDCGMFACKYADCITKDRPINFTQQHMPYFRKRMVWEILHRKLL
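material = recombinant human SENP1 catalytic domain, His6-tagged | quantity = 20 pM enzyme | reagent = 25 nM SUMO1 FRET substrate | compound dosing = 10 µM single point, 0.5% DMSO | timing = 50 min enzyme reaction, room temperature, light-protected | detection = FRET, CFP and YFP emission | control set = no-enzyme low, enzyme-DMSO high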
Apaf1 inhib – human Apaf-1 inhibition; O14727; reconstituted apoptosome caspase-3 activity, DEVD-Rh110 fluorescence; inhibition, % at 20 µM; 330,000 tested, 0.71% active; active = inhibition of at least 40% at 20 µM;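 also: plate controls were DMSO wells for no effect and DEVD-CHO caspase inhibitor wells for full effect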
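System: Apoptosome proteins | Medium: Hepes pH 7.5 with detergent and BSA | Also added: Cytochrome c trigger plus (Z-DEVD)2-Rh110 caspase-3 substrate | Incubation: 30 min compound preincubation, 50 min activation, room temperature | Detection: Rhodamine 110 fluorescence at Ex 480/Em 540 nm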
SENP7 inh – SENP7 protease inhibition | Q9BQF6 | 330,000 tested, 1.5% active | recombinant SENP7, Z-RLRGG-aminoluciferin luminescence, 40 min | inhibition, % at 5 µM;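 active = inhibition above about 50% at the single test dose, limit read from the data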;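 also: plate controls were DMSO with enzyme for no effect and no enzyme buffer wells for full effect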
PfG6PD inh – PfG6PD (Plasmodium falciparum) enzyme inhibition. 350,000 tested, 0.78% active. PfGluPho enzyme, NADPH resazurin-diaphorase fluorescence. inhibition, % at 20 µM;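 active = inhibition reaching at least a set limit at 20 µM in the primary screen, cut at about 59% in these data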;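 also: 0% = DMSO wells with substrate and 100% = DMSO wells lacking glucose-6-phosphate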
SENP6 block – inhibitors of human SENP6 protease; Recombinant SENP6 catalytic domain, aminoluciferin luminescence; inhibition, % at 10 µM; Q9GZR1; 330,000 tested, 1.8% active;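 active = inhibition above about 50% at the single tested dose, limit read from the data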;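 also: plate controls were DMSO wells with enzyme for no effect and DMSO wells lacking enzyme for full effect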
HKDC1 inhibitor – inhibitors of human hexokinase HKDC1; Q2TB90; recombinant HKDC1, G6PDH/diaphorase resazurin coupled fluorescence; inhibition, % at 20 µM; 340,000 tested, 0.16% active; AID 493160;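 active = inhibition above about 35% when tested at 20 µM, limit read from the data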;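 also: plate controls were DMSO wells with enzyme for no effect and DMSO wells lacking enzyme for full effect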
Target sequence (Q2TB90 whole entry, looked up): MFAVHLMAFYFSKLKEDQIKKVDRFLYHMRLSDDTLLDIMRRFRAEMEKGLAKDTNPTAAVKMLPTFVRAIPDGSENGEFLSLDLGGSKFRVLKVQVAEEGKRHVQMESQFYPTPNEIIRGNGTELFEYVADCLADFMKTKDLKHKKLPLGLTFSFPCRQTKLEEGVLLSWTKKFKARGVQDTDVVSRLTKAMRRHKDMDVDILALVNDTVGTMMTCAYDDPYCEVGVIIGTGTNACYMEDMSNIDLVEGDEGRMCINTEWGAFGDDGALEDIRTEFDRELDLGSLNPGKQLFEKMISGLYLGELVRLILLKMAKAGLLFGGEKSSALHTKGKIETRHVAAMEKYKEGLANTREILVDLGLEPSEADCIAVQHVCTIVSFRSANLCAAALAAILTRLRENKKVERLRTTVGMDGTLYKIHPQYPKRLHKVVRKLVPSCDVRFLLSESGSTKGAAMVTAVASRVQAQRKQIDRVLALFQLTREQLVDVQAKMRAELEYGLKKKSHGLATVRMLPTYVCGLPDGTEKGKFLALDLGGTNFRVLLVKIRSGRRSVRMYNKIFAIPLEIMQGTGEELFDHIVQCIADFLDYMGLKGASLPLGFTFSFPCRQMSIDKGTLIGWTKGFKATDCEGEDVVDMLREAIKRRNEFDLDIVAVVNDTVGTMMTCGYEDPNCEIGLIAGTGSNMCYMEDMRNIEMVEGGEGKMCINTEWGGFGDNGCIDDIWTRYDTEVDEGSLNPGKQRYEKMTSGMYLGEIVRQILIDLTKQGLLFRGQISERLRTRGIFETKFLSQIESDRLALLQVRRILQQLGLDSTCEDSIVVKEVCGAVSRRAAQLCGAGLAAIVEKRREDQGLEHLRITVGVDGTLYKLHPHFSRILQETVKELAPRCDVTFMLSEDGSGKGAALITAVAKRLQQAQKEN
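System: Recombinant HKDC1 hexokinase | Amount: HKDC1 at 5 µg/mL | Reagent: Glucose with 1 mM ATP | Doses: Single 20 µM dose | Incubation: Reaction time 90 min, room temperature, protected from light | Signal: Coupled resazurin fluorescence, excitation 525 nm, emission 613 nm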
Starred values were filed as active, the others as inactive; i = inactive; . = not tested or not shown.

structure	HKDC1 inhibitor	Apaf1 inhib	SENP6 block	SENP8 block-2	SENP1 FRET inh	SENP7 inh	NLRP3 yeast inh	SENP8 block-1	PfG6PD inh
COc1cc(OCc2ccc(C)cc2)ccc1CNC[C@H]1O[C@@H](n2cnc(C(N)=O)n2)[C@H](O)[C@@H]1O	-3.2	.	.	6.1	0.7	.	.	.	-5.2
O=C(CN1c2cccc3cccc(c23)S1(=O)=O)Nc1ccccc1Br	7.1	4.8	4.2	i	-1.9	5.5	19.6	-6.2	50.2
COc1cccc(/C=N/N2CCN(Cc3ccccc3)CC2)c1O	-5.8	6.7	-13.0	12.9	2.5	6.3	3.2	-12.9	-2.2
COc1ccc(N2CCN(C(=O)NC(=O)c3ccc(Cl)cc3)CC2)cc1	-1.5	11.9	-19.6	5.9	-6.7	4.1	15.4	0.9	-11.0
Cc1nnc(SCC(=O)NC2CCCCCC2)n1C(C)C	-2.4	-18.0	-9.1	10.9	1.3	-9.8	14.6	4.1	4.8
COCCSc1nnc(NS(=O)(=O)c2ccccc2)s1	-8.9	-3.5	0.9	5.5	-3.1	5.4	9.0	-3.0	15.1
N#CCSc1nc(-c2ccccc2)nc2ccc(F)cc12	-4.3	0.6	-3.7	6.6	-6.0	6.5	1.8	-4.0	-15.5
O=C(COC(=O)C1CCN(c2ccc(C(F)(F)F)cn2)CC1)Nc1ccc(Cl)cn1	2.8	17.9	-7.3	-42.2	-2.5	3.2	19.3	-9.6	12.4
CCOc1ccc(NC(C)=O)cc1[N+](=O)[O-]	-11.2	-6.5	-25.9	23.1	2.0	2.4	-2.7	0.3	-6.0
Cc1ncc(CO)c2c1Oc1nc(-c3ccccc3F)nc(SCC(=O)N(C)c3ccccc3)c1C2	5.3	0.7	15.6	4.3	-4.1	-3.0	5.3	6.0	-0.7
COc1ccc(NC(=O)CCOc2ccccc2F)cc1S(=O)(=O)N1CCCCC1	0.3	1.3	13.5	9.8	1.6	-6.6	16.1	6.6	-4.5
O=C(NCc1ccco1)c1cc([N+](=O)[O-])ccc1Cl	-4.9	9.3	11.6	5.0	2.8	9.7	-9.8	1.0	10.7
CC1=CN2C(=NC(=O)CC2(C)C(=O)N(CC(=O)NC2CCCC2)c2cc(C)cc(C)c2)C=C1 (stereo not given)	-1.8	-3.6	-12.9	-410.5	0.1	-1.9	19.1	-3.8	-14.5
CCCN(CC(=O)Nc1ccccc1OC)C(=O)c1cnc(Cl)c(Cl)c1	-4.7	3.6	-32.9	8.2	-0.2	-4.6	16.6	1.7	10.5
N#Cc1cn(CC(=O)O)c2ccccc12	-0.4	-1.3	1.0	9.6	-2.6	0.9	25.7	2.1	-15.1

3 compounds out of the list above, sorted by their value in SENP1 FRET inh, ascending.
SMILES | HKDC1 inhibitor | SENP6 block | SENP1 FRET inh | SENP7 inh | NLRP3 yeast inh | PfG6PD inh
Cc1ncc(CO)c2c1Oc1nc(-c3ccccc3F)nc(SCC(=O)N(C)c3ccccc3)c1C2 | 5.3 | 15.6 | -4.1 | -3.0 | 5.3 | -0.7
O=C(CN1c2cccc3cccc(c23)S1(=O)=O)Nc1ccccc1Br | 7.1 | 4.2 | -1.9 | 5.5 | 19.6 | 50.2
COc1cc(OCc2ccc(C)cc2)ccc1CNC[C@H]1O[C@@H](n2cnc(C(N)=O)n2)[C@H](O)[C@@H]1O | -3.2 | . | 0.7 | . | . | -5.2

(more compounds)
structure	HKDC1 inhibitor	Apaf1 inhib	SENP6 block	SENP8 block-2	SENP1 FRET inh	SENP7 inh	NLRP3 yeast inh	SENP8 block-1	PfG6PD inh
Cc1cc(C)n(-c2ccc(C(=O)OCC(=O)NC(c3ccccc3)c3ccccc3)cc2)n1	-2.0	17.8	-26.3	16.1	0.4	1.4	4.9	3.2	-15.1
O=C(NCc1ccccc1)c1ccc2c(c1)OCCO2	-9.2	1.0	-14.4	23.6	1.3	6.6	20.9	-3.3	-1.7
CCCCNc1ncnc2sc3c(c12)CCN(CCC)C3	0.5	5.6	-7.6	-314.6	-56.5	0.1	9.9	3.4	7.1
CCn1ncc(C(=O)Nc2ccc(S(=O)(=O)N3CCCC3)cc2)c1C	-6.1	-8.5	-13.8	17.1	1.9	-7.1	5.2	-4.8	5.6
CCC(C)NC(=O)c1ccc(N2CCC3(CC2)OCCO3)c([N+](=O)[O-])c1 (stereo not given)	-7.8	-5.4	-9.7	16.1	2.2	-9.2	-7.8	-8.1	1.4
CN(C(=O)c1ccncc1)c1ccccc1	1.4	3.9	-13.8	11.5	1.4	-5.3	13.6	-8.6	-11.6
COc1cccc(NC(=O)C2CSC3(C)CCC(=O)N23)c1 (stereo not given)	-0.9	13.1	-7.3	3.6	2.0	-1.9	10.8	4.2	6.9
Cc1cnc(C)c(N2CCN(Cc3nc(-c4ccc(C)o4)oc3C)CC2)n1	-0.2	-3.1	-20.7	-42.0	-2.7	-8.5	16.4	-0.7	-10.2
O=C(CCNS(=O)(=O)c1ccc(Cl)cc1)NCc1ccccn1	-13.0	-11.0	-6.6	2.5	-2.4	-9.3	6.3	4.0	7.7
CSCC[C@H](NC(=O)Nc1ccc(S(N)(=O)=O)cc1)C(=O)O	-3.4	-9.3	-13.8	17.8	-0.8	1.1	3.8	-6.6	9.2
CC(C)CN(C(=O)CSc1nc2ccccc2c(=O)n1C)C1CCS(=O)(=O)C1 (stereo not given)	4.1	-0.4	-0.1	6.8	-0.8	-5.5	12.8	-11.3	5.5
Cc1ccc(NS(=O)(=O)c2cc(C(=O)N3CCN(C)CC3)ccc2C)cc1C	-1.9	0.6	10.1	-1.0	0.2	5.1	10.5	4.9	0.0
C=C(C)CNC(=S)N/N=C(\C)c1ccc(Cl)s1	9.5	6.3	-2.1	12.0	0.1	6.1	14.5	-1.6	10.8
CC(C)C(=O)NC(=S)Nc1ccc(S(=O)(=O)NC(C)(C)C)cc1	-4.6	0.3	-2.4	9.9	1.5	-1.2	-6.7	2.6	5.3
O=C1c2ccccc2C(Nc2ccc3c(c2)OCCO3)N1Cc1ccco1 (stereo not given)	3.1	2.7	-1.4	11.3	-1.7	-2.3	4.7	-6.3	6.7

Gathered by group: the compounds so far with a thiophene ring, fused or not (2)
structure	HKDC1 inhibitor	Apaf1 inhib	SENP6 block	SENP8 block-2	SENP1 FRET inh	SENP7 inh	NLRP3 yeast inh	SENP8 block-1	PfG6PD inh
CCCCNc1ncnc2sc3c(c12)CCN(CCC)C3	0.5	5.6	-7.6	-314.6	-56.5	0.1	9.9	3.4	7.1
C=C(C)CNC(=S)N/N=C(\C)c1ccc(Cl)s1	9.5	6.3	-2.1	12.0	0.1	6.1	14.5	-1.6	10.8

Other records
structure	HKDC1 inhibitor	Apaf1 inhib	SENP6 block	SENP8 block-2	SENP1 FRET inh	SENP7 inh	NLRP3 yeast inh	SENP8 block-1	PfG6PD inh
O=C(CN(c1ccccn1)S(=O)(=O)c1ccccc1)N/N=C/c1cccc([N+](=O)[O-])c1	-9.3	-2.6	-1.8	-43.5	3.9	-0.6	6.4	-11.5	35.1
COc1ccc2c(c1)c(C)cc[n+]2Cc1ccccc1	3.8	1.5	1.3	i	-8.9	1.7	2.8	1.1	11.0
Cc1ccccc1C(=O)NCC(c1ccco1)N1CCc2ccccc2C1 (stereo not given)	-6.2	4.7	0.5	3.7	-1.8	-3.9	7.2	7.6	12.4
CC(=O)C1CCC2C3CCC4=CC(=O)C=CC4(C)C3C(=O)CC12C (stereo not given)	-6.3	.	.	4.7	2.9	.	.	.	-13.9
COc1ccccc1C(=O)NC(=S)Nc1ccccc1N1CCCC1	.	8.5	23.2	13.5	-1.4	2.9	6.9	-4.2	.
CC(=O)Nc1cccc(/C(C)=N/NC(=S)NC(C)C)c1	-3.2	-11.2	-1.5	14.6	1.5	-0.3	9.1	7.7	5.9
COc1ccccc1/C=C1\SC(=O)N(CCC(=O)N(C)C2CCS(=O)(=O)C2)C1=O (stereo not given)	-0.6	3.0	-10.1	-45.2	-0.9	2.0	10.0	-1.0	5.2
CN(C)/C=C1\C(=O)N(c2ccc([N+](=O)[O-])cc2)N=C1c1ccccc1	2.5	13.0	97.6*	62.1*	5.4	96.7*	23.9	94.8*	-22.6
COc1ccc(N2CCN(C(=O)CN(C)S(=O)(=O)c3cccs3)CC2)cc1	-4.3	6.3	9.9	13.5	0.6	2.9	6.8	4.5	-1.2
CCC1(c2ccccc2)NC(=O)N(CC(=O)Nc2ccc(N3CCOCC3)cc2)C1=O (stereo not given)	-3.2	-2.4	-17.4	11.0	1.3	8.7	14.8	0.6	10.0
CCOC(=O)N1CCC(NC(=O)c2ccc(CS(=O)c3ccc(Cl)cc3)o2)CC1 (stereo not given)	-3.2	6.5	-4.7	12.3	0.9	0.5	2.3	-1.1	-5.8
Cc1noc(C)c1CSc1nnc2sc3ccccc3n12	5.5	-10.5	-3.7	-1.3	0.4	1.1	7.0	4.1	-12.9
COc1ccc(-n2cnc3ccccc32)cc1	-5.6	-1.1	-20.7	15.0	-2.0	-4.4	23.3	-16.3	2.8
Cc1nc2scc(-c3ccc(C(C)C)cc3)c2c(=O)n1N	3.8	19.8	14.1	10.4	0.4	8.7	36.2	-5.3	-2.7
Cn1c(=O)c(=O)n(C)c2cc(S(=O)(=O)NCCOc3ccccc3Cl)ccc21	-3.5	-7.6	1.0	-45.6	3.3	0.5	17.8	4.1	-8.1
CCc1ccccc1OCC(=O)Nc1ccc(S(N)(=O)=O)cc1	-3.2	5.3	0.0	13.9	2.8	-1.8	-11.8	3.6	-3.4
COc1ccc(CN2C(=O)CNC2=S)cc1	-1.7	5.6	3.4	14.8	0.7	-2.4	-2.2	7.6	-14.8
Cc1ccc(NS(=O)(=O)c2ccccc2)c(NS(=O)(=O)c2ccccc2)c1	1.1	.	.	24.2	1.3	.	.	.	3.5
COc1ccccc1C(CNC(=O)C1COc2ccccc2O1)N1CCCC1 (stereo not given)	6.9	-2.6	7.3	9.9	0.2	-4.1	15.5	1.8	-6.4
CC1(C(=O)CSc2nc3ccccc3s2)CCC(=O)O1 (stereo not given)	1.8	19.5	-8.5	3.3	-6.6	-1.1	-5.0	-4.6	55.4
COc1ccc(CCNC(=O)C2CCN(Cc3nc(-c4ccccc4F)oc3C)CC2)cc1OC	-6.1	24.4	3.2	1.0	-10.7	-5.6	-5.6	-1.1	-11.2
CCOC(=O)c1c(NC(=O)COC(=O)c2nccnc2N)sc(C(=O)N(C)C)c1C	1.0	-0.4	-16.7	-445.3	-2.9	-7.9	17.8	-10.5	-5.3
O=c1ncn(-c2cccc(Cl)c2)c2ccccc12	-6.1	-2.3	-5.5	13.3	1.5	-3.0	19.3	0.4	-1.3
Cc1ccc(CNC(=O)Nc2ccc(OC(F)(F)F)cc2)n1C	-2.2	8.1	-22.4	-17.3	-20.2	8.7	-0.1	5.5	14.5
Cc1ccc(N(CC(=O)NCCSc2nc3ccccc3s2)S(=O)(=O)c2ccccc2)c(C)c1	-2.5	21.2	0.2	5.1	2.7	-4.0	6.5	-4.3	17.1
Cc1ccc(NC(=O)CCn2cccc2)cc1F	-2.6	-0.1	-17.2	1.7	0.2	-9.1	12.6	0.3	6.2
Nc1nonc1-n1nnc(C(=O)N/N=C/c2ccc(Cl)cc2)c1-c1ccc2c(c1)OCO2	-6.4	-4.5	2.9	-241.9	1.4	-3.1	12.4	5.6	-11.2
